KCNQ2 block = KCNQ2 potassium channel inhibitors, primary screen, cell-based, CHO-K1, FluxOR thallium flux, B-score (AID 2156). Potassium voltage-gated channel subfamily KQT member 2 (Rattus norvegicus), O88943. B-score at 10 µM. 310,000 tested, 1.1% active. 20 min; stronger effect = lower value;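 active = fluorescence ratio B-score at most minus 3 library SDs, with starting brightness B-score within 2 library SDs, cut at about -5.5 in these data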
Kir21 block = inhibitors of mouse Kir2.1 inward-rectifier potassium channel | Inward rectifier potassium channel 2 (Mus musculus), P35561 | HEK293-Kir2.1, FluxOR thallium flux fluorescence; stronger effect = lower value | B-score at 10 µM | 310,000 tested, 0.85% active;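 active = fluorescence ratio B-score at or below minus 3 SD of library scores, with starting-brightness B-score within 2 SD, cut at about -4.2 in these data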;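 note: channel flux triggered by added potassium and thallium sulfate stimulus; B-score of peak minus minimum fluorescence over baseline after thallium stimulus; more negative B-score means stronger Kir2.1 block with less thallium influx; some compounds called inactive have numbers as strong as hits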
Target sequence (P35561 whole entry, looked up): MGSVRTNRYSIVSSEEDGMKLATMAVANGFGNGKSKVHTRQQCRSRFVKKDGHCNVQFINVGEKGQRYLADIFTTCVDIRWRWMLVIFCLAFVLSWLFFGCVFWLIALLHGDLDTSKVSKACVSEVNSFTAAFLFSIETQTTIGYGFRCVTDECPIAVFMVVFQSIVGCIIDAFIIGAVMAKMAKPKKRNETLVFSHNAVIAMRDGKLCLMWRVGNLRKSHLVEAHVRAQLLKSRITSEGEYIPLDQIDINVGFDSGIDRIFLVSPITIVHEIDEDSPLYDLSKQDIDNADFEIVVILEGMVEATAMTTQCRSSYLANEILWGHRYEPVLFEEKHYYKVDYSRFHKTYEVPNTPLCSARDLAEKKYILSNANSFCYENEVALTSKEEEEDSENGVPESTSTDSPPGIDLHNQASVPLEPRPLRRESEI
STK33 inh = inhibitors of purified STK33 kinase, primary screen, biochemical, ADP-Glo luminescence, homogeneous, cell-free | Serine/threonine-protein kinase 33 (Homo sapiens), Q9BYT3 | MBP phosphorylation | inhibition, % at 10 µM | 320,000 tested, 0.073% active | AID 2661, 2010;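 active = inhibition at or above 25%, using the most active replicate where run in duplicate; inactive = inhibition below 25%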
Target sequence (Q9BYT3 whole entry, looked up): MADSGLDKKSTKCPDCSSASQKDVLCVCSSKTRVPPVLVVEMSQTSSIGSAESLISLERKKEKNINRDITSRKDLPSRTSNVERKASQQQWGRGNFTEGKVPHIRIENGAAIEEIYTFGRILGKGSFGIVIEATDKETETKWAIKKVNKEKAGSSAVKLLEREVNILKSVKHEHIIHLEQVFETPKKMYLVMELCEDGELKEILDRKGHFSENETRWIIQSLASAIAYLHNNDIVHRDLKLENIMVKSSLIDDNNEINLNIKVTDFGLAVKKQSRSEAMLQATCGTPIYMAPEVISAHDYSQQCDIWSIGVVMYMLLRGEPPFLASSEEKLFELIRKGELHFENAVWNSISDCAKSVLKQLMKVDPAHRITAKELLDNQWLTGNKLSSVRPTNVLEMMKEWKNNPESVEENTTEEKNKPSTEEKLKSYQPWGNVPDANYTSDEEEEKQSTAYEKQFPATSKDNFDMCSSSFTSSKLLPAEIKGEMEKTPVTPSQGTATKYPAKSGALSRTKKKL
Numbers without * were called inactive; i = inactive; x = not tested or not shown.

SMILES	KCNQ2 block	Kir21 block	STK33 inh
Cc1ccc(S(=O)(=O)N2CC=C(C(=O)NCCC(C)C)CC2)cc1	i	-0.02	-0.6
COc1ccccc1-c1nc(SCC(=O)O)n[nH]1	i	1.9	-1.2
O=C1C(Cl)=C(NC(=O)c2ccccc2)C(=O)C(Cl)=C1NC(=O)c1ccccc1	i	0.59	-1.2
CCN(CC)C(=O)C1=C(C)Nc2ncnn2C1c1cccnc1 (configuration not stated)	i	-1.1	-0.4
COc1cc(NS(=O)(=O)c2ccc(N/C=C(\C=O)c3nc4ccccc4o3)cc2)nc(OC)n1	i	0.11	0.3
COc1ccccc1OCCOC(=O)Nc1ccccc1	i	0.3	-1.9
O=C(O)CN1C(=O)/C(=C\c2cccc(OCc3ccccc3)c2)SC1=S	i	2	-0.4
COc1ccc(N(CC(=O)NCc2ccc(F)cc2)C(=O)c2snc(C(N)=O)c2N)cc1OC	i	-0.98	-0.6
COc1ccc(CCn2c(=S)[nH]c3ccc(N4CCOCC4)cc3c2=O)cc1OC	i	-1.1	0.4
Cc1cnc(NC(=O)C(C)N2C(=O)C3CC=CCC3C2=O)s1 (configuration not stated)	i	-0.97	-1.1
NS(=O)(=O)c1ccc(NCc2cc(Cl)ccc2OCc2ccc(F)cc2)cc1	i	-2.3	-0.9
CCCn1c(C)nnc1SCC(=O)NC1CCCCC1	i	0.24	-0.1
Cc1cc(/C=C2/C(=N)N3C(=NC2=O)SN=C3S(C)(=O)=O)c(C)n1-c1ccccc1F	i	0.09	-3.0
O=[N+]([O-])c1ccc(SCCO)nc1SCCO	i	1	0.0
CN(C(=O)COC(=O)c1nn(C)c(=O)c2ccccc12)c1c(N)n(Cc2ccccc2)c(=O)[nH]c1=O	i	1.1	0.5
CCNc1nc(CSc2ccccc2)nc2sc(C)c(C)c12	i	0.01	-0.3
Cn1cc(C(=O)c2ccc(Cl)cc2)cc1-c1nc2ccccc2n1C	i	0.05	0.0
Cc1ccc(C)c(N2CCN(C(=O)CCS(=O)(=O)c3ccc4c(c3)NC(=O)C(C)S4)CC2)c1 (configuration not stated)	i	1	-1.5
Cc1nnc(SCc2cc(=O)[nH]c(/N=C(\N)Nc3ccccc3Sc3ccccc3)n2)s1	i	0.07	0.3
O=C(CCC(=O)c1ccc(Br)cc1)Nc1cccc(C(F)(F)F)c1	i	-0.01	0.6
Cn1c(=O)c2c(nc(Cl)n2Cc2ccc(Cl)c(Cl)c2)n(C)c1=O	i	-1.1	-0.6
Cc1ccc(N2C(=O)CC(N3CCN(c4ccccn4)CC3)C2=O)cc1 (configuration not stated)	i	0.95	-1.7
CC1CCN(S(=O)(=O)c2ccc(NC(=O)C3CCN(C(=O)c4ccco4)CC3)cc2)CC1	i	0.31	-0.9
Cc1cc(C(=O)OC(C)C(=O)Nc2cccc(S(=O)(=O)N3CCOCC3)c2)c(C)o1 (configuration not stated)	i	-0.08	-1.0
CCC1=C(OC(=O)N(CC)CC)N2C(=O)OC(=NCCOC)[C@]2(Cc2ccccc2)[C@H]2C1=CC[C@H]1C(=O)N(CC)C(=O)[C@H]12	i	0.47	-0.7
COc1ccc(NC(=O)COC(=O)c2ccc(N3CCCC3=O)cc2)cc1OC	i	0.04	-1.0
CCCc1cc(=O)[nH]c(SCC(=O)c2[nH]c(C)c(C(=O)OCC)c2C)n1	i	-1.8	x
O=C(N/N=C/c1ccsc1)c1ccc2ccccc2n1	i	-1.6	0.4
O=c1oc2cc(O)ccc2cc1S(=O)(=O)c1ccccc1	i	-0.41	-0.9
CC(=O)Nc1ccc(S(=O)(=O)N2CCCC2)cc1	i	0.47	0.1
Cc1cc(OCCCC(=O)N2CCCCC2)cc(C)c1Cl	i	-0.53	-2.1
Cc1ccc(C(=O)NCCNS(=O)(=O)c2ccccc2[N+](=O)[O-])cc1	i	0.77	-0.3
COCCNC(=O)/C(C#N)=C/C=C/c1ccccc1	i	-0.76	0.3
COc1ccc(C(=O)OCC(=O)NC2CC2)cc1S(=O)(=O)N(C)Cc1ccccc1	i	-0.78	-1.4
Cc1ccc(C23CC4CC(CC(C(=O)NC(C)C)(C4)C2)C3)cc1	i	-0.71	1.2
O=C(NC(=S)Nc1ccccc1O)c1ccc(Cl)cc1Cl	i	-0.48	0.1
Cc1[nH]c(=O)[nH]c1C(=O)CCCCC(=O)OCC(=O)Nc1ccccn1	i	0.01	0.6
CCOC(=O)c1c(CN2CCOCC2)oc2ccc(OC)cc12	i	-0.01	0.4
COc1ccc(-n2c(N)c(-c3nc4ccccc4n3C)sc2=S)cc1	i	-0.54	-0.1
COc1cccc(C(=O)Nc2ccc(S(=O)(=O)NCc3ccco3)cc2)c1	i	2.9	1.1
Cc1c(/C=N\NC(=O)c2cccc(F)c2)cnn1C	i	0.08	-0.9
O=C(NCCN1CCOCC1)c1ccc(CSCc2cccc(Cl)c2)o1	i	1	-0.3
CCOC(=O)C1CCN(C(=O)C(=O)c2cn(CC(=O)N3CCCCCC3)c3ccccc23)CC1	i	-0.54	-0.5
Cc1nc2nc(N)nc(OCc3ccccc3)c2nc1C	i	-0.59	-2.0
CCCc1c(C)nc2c(OC)cccc2c1SCC(=O)O	i	-3	0.6
CCOc1ccccc1/C=N/Nc1nc2ccccc2o1	i	2.4	-4.1
NC(=O)CC(NC(=O)Cc1cccc2ccccc12)c1ccc(NCCc2ccc(F)cc2)c([N+](=O)[O-])c1 (configuration not stated)	i	0.76	-2.0
COC(=O)C1CN(S(=O)(=O)c2ccccc2)CCN1S(=O)(=O)c1ccccc1 (configuration not stated)	i	-1.4	0.1
CN1C(=O)N(C)C2(c3ccccc3)Nn3c(s/c(=C/c4ccco4)c3=O)=NC12c1ccccc1 (configuration not stated)	i	-1.2	-1.9
COc1ccc(-n2nc3c(c2NC(=O)c2ccc4c(c2)OCO4)CS(=O)(=O)C3)cc1	i	1.5	-2.0

(cont.)
SMILES	KCNQ2 block	Kir21 block	STK33 inh
O=C(NCCc1cnccn1)C1CCC(=O)N(Cc2ccc(Cl)cc2)C1 (configuration not stated)	i	0.69	-1.1
COc1ccc(NC(=O)c2cc3c(s2)CCC(C)C3)cc1S(=O)(=O)N1CCOCC1 (configuration not stated)	i	-0.75	-0.7
COc1ccc2cc(C(=O)N3CCN(c4ccccc4F)CC3)[nH]c2c1	i	0.09	-1.3
O=c1c2nncn2c2cccnc2n1CCNc1ncc(C(F)(F)F)cc1Cl	i	2.2	0.1
CCSc1nnc(NC(=O)c2cccnc2)s1	i	-0.12	-0.4
CC(C)(C)NC(=S)N1CCC(C(=O)c2ccc(F)cc2)CC1	i	0.5	-3.8
COc1ccc(S(=O)(=O)N2CCCC2CNC(=O)C(=O)NCc2ccccc2)cc1 (configuration not stated)	i	-0.22	-2.6
O=S(=O)(Nc1cccc(-n2cnnn2)c1)c1cc(Br)ccc1Br	i	0	-1.3
CN(C)C(=O)C[n+]1ccc(C(N)=O)cc1	i	0.9	-0.9
COc1ccc(NC(=O)CN2CC(C)OC(C)C2)cc1Cl (configuration not stated)	i	-0.48	-0.3
CC(=O)N(c1ccc(C)cc1)C1C=CS(=O)(=O)C1 (configuration not stated)	i	-0.03	0.6
O=C(Oc1ccc2c(-c3ccccc3)cc(=O)oc2c1)c1cccs1	i	1.6	-1.6
CCOC(=O)C1CCCN(Cc2c(C(=O)N3CCOCC3)nc3ccccn23)C1 (configuration not stated)	i	1.3	0.0
Cc1cc(=O)n2[nH]c(N3C(=O)CCC3=O)nc2n1	i	-0.22	0.6
COC(=O)Nc1ccc(S(=O)(=O)n2cnc3ccccc32)cc1	i	0.09	-0.3
O=C(O)c1cccc2c3c([nH]c12)CCCC3	i	0.06	1.0
COc1ccc(NC(=O)CCCN2C(=O)C3C4C=CC(C4)C3C2=O)c(OC)c1 (configuration not stated)	i	1.5	0.0
CCn1c(=O)n(CC(=O)Nc2cc(OC)c(OC)c(OC)c2)c(=O)c2ccccc21	i	-0.52	-0.4
C=CCOC(=O)C1=C(C)N=C2SCCC(=O)N2C1c1ccc(OC(=O)c2ccco2)cc1 (configuration not stated)	i	-5*	-2.6
CCC1(C)Cc2ccccc2-c2nc3n(c(=O)c21)CC(C(=O)O)S3 (configuration not stated)	i	-0.14	-1.7

Rewritten comma-delimited: entries from further up.
Structure,KCNQ2 block,Kir21 block,STK33 inh
O=C(Oc1ccc2c(-c3ccccc3)cc(=O)oc2c1)c1cccs1,i,1.6,-1.6
CCn1c(=O)n(CC(=O)Nc2cc(OC)c(OC)c(OC)c2)c(=O)c2ccccc21,i,-0.52,-0.4
CC(=O)N(c1ccc(C)cc1)C1C=CS(=O)(=O)C1 (configuration not stated),i,-0.03,0.6
COC(=O)Nc1ccc(S(=O)(=O)n2cnc3ccccc32)cc1,i,0.09,-0.3

The list goes on:
SMILES	KCNQ2 block	Kir21 block	STK33 inh
CC1CCN(CC(=O)Nc2cccc([N+](=O)[O-])c2)CC1	i	-0.01	-0.9
CC(=O)N(C1=C(N)C(=O)c2ccccc2C1=O)c1ccccc1	i	0.12	0.2
COC(=O)c1cc(C(=O)Nc2ccc(C)cn2)cc([N+](=O)[O-])c1	i	-1.5	-0.4
Cc1cc(Cl)ccc1OC(C)C(=O)Nc1ccc(S(=O)(=O)N2CCOCC2)cc1 (configuration not stated)	i	-2.1	1.3
Cc1ccc(O)c(CP(=O)(c2ccccc2)c2ccccc2)c1	i	-0.13	0.3
O=C1NC(=S)N/C1=C/c1cc([N+](=O)[O-])ccc1N1CCOCC1	i	-1.1	-0.1
CCOC(=O)C1CCN(S(=O)(=O)c2ccc3oc(=O)ccc3c2)CC1	i	0.28	1.5
CC(=O)c1cccc(N(C(=O)CNC(=O)c2ccco2)C(C(=O)NCC2CCCO2)c2ccccc2)c1 (configuration not stated)	i	-1.4	-0.5
Cc1cc(C)n2nc(C(=O)OCC(=O)NC(=O)c3ccccc3)nc2n1	i	0.73	-0.7
Cc1c(N2C(=O)c3ccc4c5c(ccc(c35)C2=O)CC4)c(=O)n(-c2ccccc2)n1C	i	0.23	0.5
O=C(CSc1ncn[nH]1)Nc1nc(-c2ccccc2)ns1	i	-0.28	-0.6
CCC(=O)c1ccc(OCC(O)CN2CC(C)OC(C)C2)cc1 (configuration not stated)	i	0.11	-1.0
COc1ccc(NC(=O)N(Cc2cc3cc(C)ccc3[nH]c2=O)CC2CCCO2)cc1 (configuration not stated)	i	0.08	-1.7
COC(C[C@H](O)[C@H](C)[C@@H](O)COCc1ccccc1)OC	i	-0.04	x
COc1ccc(Nc2c([N+](=O)[O-])ccc3c2=NC2(CCCCC2)N=3)cc1	i	1.5	-0.1
Cc1cnc(CNC(=O)C2CCC(=O)N(CCc3ccc(Cl)cc3)C2)cn1 (configuration not stated)	i	-0.03	x
CCC(=O)c1ccc(OCC(O)CNC(C)c2ccccc2)cc1 (configuration not stated)	i	-1.7	-1.9
Cc1cccc(OCCNc2ccc([N+](=O)[O-])cn2)c1	i	1.9	-0.8
COc1ccc(C)cc1NC(=O)C1CCCN(S(=O)(=O)c2ccc3c(c2)CCCN3C(C)=O)C1 (configuration not stated)	i	-0.43	-0.8
CCOCCCNC(=O)/C(C#N)=C/c1cc(OC)c(O)c([N+](=O)[O-])c1	i	-0.81	-0.4
O=C(COc1ccccc1)Nc1c2c(nn1-c1ccccc1)CS(=O)(=O)C2	i	-7.8	-1.3
Cc1ccc(CNC(=O)c2c(-c3ccccc3Cl)noc2C)cc1	i	-1.3	-1.0
CCOc1ccccc1C1NC(=O)NC(C)=C1C(=O)OC1CCCCC1 (configuration not stated)	i	-0.04	-0.3
Cc1nc(NC(=O)c2ccc3c(c2)OCO3)ccc1Br	i	0.91	-1.1
COc1ccc(C)cc1S(=O)(=O)N(C)CC(=O)N1CCCCC1	i	0.51	-0.6
NC(=O)COC(=O)CN1C(=O)C2CCCCC2C1=O (configuration not stated)	i	0.65	-0.6
COc1ccc(/C(N)=N/OC(=O)CSc2ccccc2)cc1OC	-6*	0.72	-1.2
O=C(c1cc(-c2ccc(Cl)cc2)n[nH]1)N1CCc2ccccc2C1	i	0.47	-2.0
CC1CCc2nc3ccccc3c(C(=O)OCC(=O)N(C)C3CCS(=O)(=O)C3)c2C1 (configuration not stated)	i	-0.75	4.6
CCN(Cc1ccccc1)C(=O)C1CCN(c2ncnc3c2nc2n3CCCCC2)CC1	i	-0.12	-1.4

Single records (already shown). Order of screens: KCNQ2 block | Kir21 block | STK33 inh
CC1CCc2nc3ccccc3c(C(=O)OCC(=O)N(C)C3CCS(=O)(=O)C3)c2C1 (configuration not stated) reads i | -0.75 | 4.6
Cc1nc(NC(=O)c2ccc3c(c2)OCO3)ccc1Br reads i | 0.91 | -1.1
COc1ccc(/C(N)=N/OC(=O)CSc2ccccc2)cc1OC reads -6* | 0.72 | -1.2

New compounds follow.
SMILES	KCNQ2 block	Kir21 block	STK33 inh
O=C(Cc1ccccc1)NCC(=O)OCC(=O)c1cccc([N+](=O)[O-])c1	i	-0.62	-0.9
COc1cccc(COC(=O)c2ccc3c(=O)n4c(nc3c2)CCC4)c1OC	i	1.1	-1.4
CCN(CC)S(=O)(=O)c1ccc(NN=C2CCN(C(C)C)CC2)c([N+](=O)[O-])c1	i	-1	-1.6
CCN1C(=O)c2cccc3c(NC(=O)c4cccc(N5C(=O)CCC5=O)c4)ccc1c23	i	0.44	-0.4
CCOC(=O)N1CCN(C(=O)c2ccc3c(=O)n(CCc4ccccc4)c(=S)[nH]c3c2)CC1	i	-1.1	-0.6

Compounds were not picked by outcome (roughly 1.9% active in at least one column).
